# a7 integrin act = activates integrin-mediated alleviation for muscular dystrophy. alpha7betagal myoblasts, beta-gal FDG fluorescence, 48 h. Potency, µM (highest dose often 38.3 µM), inactives show at the top dose activation, usual class: activators. actives 0.064% (n = 350,000);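 also: potency is read from the fitted curve at half-maximal effect; 100% = response of the positive control SU9516; nearly all actives have a fitted effect of over 60% in size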
#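 Alpha7betagal+/- myoblasts (passage 13) were plated 16-24 hr, then exposed to compounds (1:260 dilution of DMSO stock) for 48 hours at 37C. After MPER lysis, β-galactosidase reporter activity was read as FDG fluorescence (ex 480/em 540) after 30 minutes.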
# A-T KAP1 phos = potential ataxia-telangiectasia treatment; […] A-T fibroblasts, KAP-1 phosphorylation AlphaLISA; neocarzinostatin DNA damage 30 min before lysis; Potency, µM (highest dose often 57.5 µM), for the others: at the highest dose activation, usual class: activators; actives 0.19% (n = 320,000); also: potency is read from the fitted curve at half-maximal effect; % of control where 0% means no effect; nearly all actives have a fitted effect of over 45% in size
#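 hTERT-immortalized A-T patient fibroblasts ([…]), 500 cells/well in OPTI-MEM, 1% FBS, got compounds for 60 min, then NCS for 30 min at 37C. Lysates were then assayed for phospho-KAP-1 by AlphaLISA (anti-pKAP1 donor, anti-KAP1 acceptor beads), 6 hr at 25C.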
# ASM inhibitor = blocks human secretory acid sphingomyelinase; actives 0.006% (n = 340,000); placental ASM, HMU-PC fluorogenic substrate, 60 min; Potency, µM (top dose mostly 57.5 µM), for inactives: at the highest dose activity change, negative = inhibition, actives largely listed as inhibitors; P17405; also: potency is read from the fitted curve at half-maximal effect
#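 Fluorescence read-out (Ex 386 nm, Em 447 nm) after stopping the reaction at pH 10. Enzyme: ASM from human placenta; substrate HMU-PC0, 9 uM final; 60 min, 37 °C. Compound preincubation 10 min, ambient temperature.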
# ELG1 repair inh = ELG1-dependent DNA repair inhibition. HEK293T ELG1-luciferase reporter, luminescence, 16 h; DNA damage induced by 5-fluorouridine. Potency, µM (series often up to 46.1 µM), for inactives: at the top dose activity change, negative = inhibition, usual class: inhibitors. actives 2.3% (n = 330,000); also: potency is read from the fitted curve at half-maximal effect; % is scaled to controls: 0 for no effect and ±100 for the full control effect; nearly all actives have a fitted effect of over 55% in size
#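 Reporter activity after DNA damage by 5-fluorouridine is monitored. Compound-treated cells incubate 16 hr at 37 °C, then ONE-Glo is added for 30 min before luminescence reading.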
# TSHR antagonist = blocks TSH signaling through the human TSH receptor | actives 0.2% (n = 330,000) | TSHR-expressing cells, TSH-stimulated cAMP HTRF, 2 h; active compounds read low | P16473 | AID 504810 | activity change, negative = inhibition, % at 11.5 µM;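 active = activity change below a set negative limit, meaning inhibition stronger than a set level, cut at about -70% in these data; inconclusive = activity change between two set negative limits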; also: % is scaled to controls: 0 for no effect and ±100 for the full control effect
#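 Inhibition of cAMP made by TSHR-expressing cells under TSH stimulation (4nM final, EC80; 2 h, 37 deg C) is quantified with a one-step lysis HTRF kit, anti-cAMP cryptate versus cAMP-d2.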
# Mito fusion act = mitochondrial division inhibition or fusion activation | S. cerevisiae fusion-defective mutant growth rescue, CellTiterGlo 48 h | Potency, µM (doses to about 46.1 µM), without a hit: at the highest dose growth rescue (activation), most hits filed as activators | actives 0.23% (n = 320,000) | AID 485298;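 also: potency is read from the fitted curve at half-maximal effect; % of control where 0% means no effect; nearly all actives have a fitted effect of over 45% in size; temperature-sensitive fusion mutants such as fzo1-1 at 37 °C on non-fermentable ethanol glycerol medium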
#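 Compounds are tested for their ability to restore growth of mitochondrial fusion-defective yeast strains at non-permissive 37C in YPEG medium over 48 hours. Viability is quantified by luciferase luminescence.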
# Tb PFK block = inhibitors of T. brucei phosphofructokinase. O15648. T. brucei PFK, ADP-Glo luminescence. Potency, µM (doses to about 57.5 µM), for inactives: at the top dose activity, negative = inhibition, hits mostly inhibitors. actives 0.17% (n = 330,000). AID 485367;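 also: potency is read from the fitted curve at half-maximal effect; 0% = uninhibited 1x PFK enzyme wells and -100% = no-enzyme wells; nearly all actives have a fitted effect of over 60% in size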
#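 Compounds were pin-transferred as a titration series up to 57 uM into substrate buffer (0.5 mM F6P, 0.1 mM ATP, pH 8.0), then 1.25 nM PFK was added and reactions ran 45 min before ADP-Glo detection.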
# PTAP TSG101 blk = blocks PTAP/TSG101 interaction to inhibit HIV-1 budding; Q99816; Fluorescence polarization, FITC-PTAP peptide / Tsg101 binding; Potency, µM (titrated, usually from 115 µM), for inactives: top-dose activity change, negative = inhibition, hits mostly inhibitors; 340,000 tested, under 10 active; AID 493005; active = well fitted inhibition curve with a large enough effect in the main read-out, with a control signal flat, not every such curve was filed as active; inconclusive = small, poorly fitted or top-dose-only effect, or effect the other way, or a change in a side signal; inactive = no such curve, though single readings can be large or run the other way; also: potency is read from the fitted curve at half-maximal effect; % of control where 0% means no effect
# Target sequence (Q99816 whole entry, looked up): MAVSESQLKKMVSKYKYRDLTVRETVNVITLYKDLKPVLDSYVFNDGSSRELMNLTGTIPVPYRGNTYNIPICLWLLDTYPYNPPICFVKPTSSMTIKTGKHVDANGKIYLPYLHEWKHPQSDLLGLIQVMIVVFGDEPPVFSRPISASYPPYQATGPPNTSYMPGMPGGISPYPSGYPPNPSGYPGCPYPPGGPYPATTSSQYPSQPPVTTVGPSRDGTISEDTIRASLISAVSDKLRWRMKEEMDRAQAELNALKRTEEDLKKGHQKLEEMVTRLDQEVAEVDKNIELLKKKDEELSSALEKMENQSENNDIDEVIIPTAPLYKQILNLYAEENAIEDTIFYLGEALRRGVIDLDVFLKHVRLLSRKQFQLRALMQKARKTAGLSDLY
#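 Fluorescence polarization binding of Tsg101 binding domain (10 uM final) to FITC-labeled PTAP peptide (50 nM final) in HEPES pH 7.5 buffer with NaCl, Tween 20, EDTA, TCEP. Compounds added before peptide; binding 20 min at RT.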
# TCR activator = activates T cell receptor signaling; primary human leukocytes, anti-CD3, IL-2 HTRF, 48 h; Potency, µM (doses to about 9.22 µM), without a hit: at the highest dose activation of IL-2 secretion, most hits filed as activators; 330,000 tested, under 10 active; AID 504894; also: % of control where 0% means no effect
#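 Primary human leukocytes receive a-CD3 beads and test compound and are incubated 48 hr. Secreted IL-2 is then assayed by HTRF, measuring 665nm acceptor emission after 320nm excitation of the europium donor.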
# Eya2 phos inh = Eya2 (human) phosphatase inhibition; actives 0.006% (n = 330,000); Potency, µM (highest dose often 76.9 µM), inactives show top-dose activity, negative = inhibition, usual class: inhibitors; AID 488837; recombinant Eya2, OMFP fluorescence dephosphorylation (OMFP is methylfluorescein phosphate); also: potency is read from the fitted curve at half-maximal effect; % is scaled to controls: 0 for no effect and ±100 for the full control effect
# Target sequence (O00167 whole entry, looked up): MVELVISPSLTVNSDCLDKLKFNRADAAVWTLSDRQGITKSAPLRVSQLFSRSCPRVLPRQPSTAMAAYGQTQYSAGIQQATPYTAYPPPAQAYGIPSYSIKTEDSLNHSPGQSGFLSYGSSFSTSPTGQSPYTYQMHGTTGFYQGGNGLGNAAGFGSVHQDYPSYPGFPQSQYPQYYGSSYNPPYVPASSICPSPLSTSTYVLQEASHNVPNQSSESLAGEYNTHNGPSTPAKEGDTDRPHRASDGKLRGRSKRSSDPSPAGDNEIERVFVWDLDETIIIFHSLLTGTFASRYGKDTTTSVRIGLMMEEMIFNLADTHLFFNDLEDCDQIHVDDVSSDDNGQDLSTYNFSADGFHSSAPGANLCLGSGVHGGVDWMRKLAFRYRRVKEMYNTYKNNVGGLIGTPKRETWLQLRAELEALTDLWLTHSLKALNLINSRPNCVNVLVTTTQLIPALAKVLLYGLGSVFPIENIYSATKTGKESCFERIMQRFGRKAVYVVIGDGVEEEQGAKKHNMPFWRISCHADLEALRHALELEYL
#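 Eya2 (0.2 uM) preincubated 10 min at ambient with compound, then OMFP substrate added at 50 uM; 10 min reaction in 50 mM HEPES pH 7.5, 50 mM NaCl, 5 uM MgCl2, 0.05% BSA, 1 mM DTT. Fluorescence read at Ex 485/Em 525 nm.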
# Chronic BCR inh = blocks chronic active B-cell receptor signaling. ABC-DLBCL IkBa-CBG/CBR reporter, luminescence ratio, 4 h. AID 493014. Potency, µM (highest dose often 46.1 µM), for the others: top-dose ratio change, negative = lower green/red ratio, most hits filed as inhibitors. actives 0.05% (n = 340,000); active = well fitted inhibition curve with a large enough effect in the signal ratio, with a control signal flat, not every such curve was filed as active; inconclusive = small, poorly fitted or top-dose-only effect, or effect the other way, or a change in a side signal; the % refers to the signal ratio;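 also: potency is read from the fitted curve at half-maximal effect; plate controls were basal doxycycline-induced cells for no effect and cells given 10 µM MG132 for full effect; MG132 reads +100%, hits lower the ratio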
#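 TMD8 ABC-DLBCL cells carrying doxycycline-inducible green luciferase fused to IkappaBalpha plus unfused red luciferase were exposed to compounds (up to 46 uM) for 4 hrs at 37C. Activity came from the overlap-corrected green/red luminescence ratio.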
# Active calls of the source: *; ? = inconclusive; · = no result given; [ ] = another dose, or the depositor's remark. Unless noted, calls follow the shape of the dose curve; as a rule, active = well fitted curve in the direction sought with a large enough effect; inconclusive = small, poorly fitted or top-dose-only effect, or another doubt; inactive = no such curve, though single readings can be large; an effect the other way counts as inactive or inconclusive.
structure	a7 integrin act	A-T KAP1 phos	ASM inhibitor	ELG1 repair inh	TSHR antagonist	Mito fusion act	Tb PFK block	PTAP TSG101 blk	TCR activator	Eya2 phos inh	Chronic BCR inh
Cc1cc2c(C)nc(N/N=C/c3ccccc3)nc2o1	20%	-2%	1%	?	-4	-6%	-1%	-3%	3%[46.1 µM]	2%	?
CCCC(=O)O/N=C(\c1ccccc1)c1ccncc1	14%	0%	0%	0%	3	-19%	7%	-1%	5%	1%	-1%
COC(=O)c1ccc(N2CCCCC2)c(NS(=O)(=O)c2ccc(C)cc2)c1	-21%	2%	-4%	-8%	-21	3%	-3%	-5%	1%	-6%	?
Clc1ccc(NCn2cncn2)nc1	17%	-9%	-2%	4%	-4	-2%	-7%	0%	-4%	20%[15.4 µM]	4%
C/C(Cn1nnc([N+](=O)[O-])n1)=N\NC(=O)c1ccc(C)cc1	-21%	17%	8%	?	-3	7%	-2%	-2%	-2%[46.1 µM]	1%	-8%
CN(C)S(=O)(=O)c1ccc(N2CCCC2)c(C(=O)OCC(=O)N2CCN(c3ccccc3)CC2)c1	-1%	-16%	·	-18%	3	7%	-24%	-3%	1%	-2%	5%
O=C1NC2(CCCCCC2)C(=O)N1Cc1c(F)cccc1Cl	11%	-2%	-2%	-3%	-8	0%	2%	0%	-4%	12%	3%
Cc1ccccc1NC(=O)N1CCc2ccccc2C1	-4%	0%	2%	?	-3	-1%	0%	-4%	2%	-1%	?
COc1ccccc1OCCCC(=O)Nc1nnc(C2CCCO2)s1 (centres undefined)	27%	13%	1%	8%	5	0%	4%	-2%	-4%	-6%	-2%
CCN1CCN(c2cc(C)c3cc(NC(=O)CCC(=O)Nc4ccc(OC)c(OC)c4)ccc3n2)CC1	-10%	6%	261%[activator]	-5%	11	-2%	1%	-4%	6%	3%	15%
CCN(CC)S(=O)(=O)c1cccc(C(=O)Oc2cccc(NC(=O)c3cccs3)c2)c1	7%	5%	-2%	20%	-14	10%	-1%	1%	-8%[46.1 µM]	3%	-2%
CCOC(=O)C(Cc1ccccc1)C(=O)NCc1ccccc1 (centres undefined)	-1%	8%	-1%	-6%	-8	4%	-5%	-2%	·	-4%	2%
O=C1CCN(S(=O)(=O)c2ccccc2)C2CCCCC12 (centres undefined)	-6%	-4%	5%	-4%	1	2%	-2%	0%	-2%	5%	5%
O=S(=O)(NCc1cc(-c2ccccc2Cl)no1)c1ccc(Cl)cc1	4%	-4%	-11%	14%	1	2%	1%	-2%	·	9%	0%
O=C(c1cccc([N+](=O)[O-])c1)N1CCCC(C(=O)N2CCCCC2)C1 (centres undefined)	18%	-9%	0%	15%	-9	-2%	1%	-4%	1%	?	-1%
CCOC(=O)N1CCC(NC(=O)CCS(=O)(=O)c2ccc3c(c2)CCN3C(C)=O)CC1	-5%	-1%	0%	3%	9	-2%	-1%	-5%	3%	-14%	-21%
COc1cccc(C=Nc2ccc3c(c2)CCC3)c1O	-17%	-2%	2%	-1%	-2	1%	1%	-4%	0%	3%	?
O=S(=O)(c1cnc(Cl)c(Br)c1)N1CCc2ccccc21	-50%[inhibitor]	-7%	11%	9%	-10	-4%	-3%	2%	7%	11%	?
CC(CCc1ccccc1)NC(=O)CSc1cccc[n+]1[O-] (centres undefined)	7%	18%	9%	14%	8	1%	3%	1%	3%	5%	-2%
CCOC(=O)CSc1nc(NCc2ccco2)c2ccccc2n1	0%	-2%	3%	-8%	6	-1%	-6%	-11%	-6%	-9%	-8%
Cc1cc(C(=O)N2CCCc3ccccc32)no1	6%	0%	3%	6%	3	1%	3%	-2%	4%	6%	-4%
Cc1ccc(S(=O)(=O)Nc2nc(C)cc(N/N=C/c3ccc(O)cc3)n2)cc1	15%	0%	18%	-18%	-7	-1%	0%	-7%	-2%[46.1 µM]	8%	7%
CCCCN(C(=O)Cn1nnc2ccccc21)C(C(=O)NCc1ccco1)c1ccncc1 (centres undefined)	-11%	0%	-2%	9%	3	3%	0%	-1%	18%	12%	2%
CN(C)c1ccc(CN2CCCCCC2)cc1	1%	-8%	4%	-5%	2	-2%	0%	0%	4%	15%[15.4 µM]	3%
Oc1ccc(-c2nc3ncccn3c2Nc2ccc3c(c2)OCCO3)cc1	8%	-6%	-19%	16%	-5	0%	-1%	-3%	-2%	-5%	0%
CCN(CC)C(=O)C1CCCN(Cc2ccc3c(c2)OCO3)C1 (centres undefined)	7%	·	1%	-12%	6	-2%	-2%	-6%	-234%	-8%	?
COCCn1c(=NC(=O)c2ccccc2[N+](=O)[O-])sc2cc(S(C)(=O)=O)ccc21	-19%	8%	0%	-13%	-9	-1%	-5%	0%	3%[46.1 µM]	-5%	-6%
COc1cc2nc(=S)n3[nH]c(CCn4c(C)nc5ccccc54)nc3c2cc1OC	3%	1%	-3%	-5%	-2	-1%	4%	-8%	-3%	-5%	-3%
CN(C)CCCC(=O)c1ccc2c(c1)OCO2	28%	4%	4%	-2%	1	-1%	1%	-4%	-1%	-15%	-10%
COc1cccc(NC(=O)CC2S/C(=N\S(=O)(=O)c3ccccc3)N(c3ccccc3)C2=O)c1 (centres undefined)	-1%	-2%	-7%	6%	-3	-1%	5%	-1%	9%[46.1 µM]	1%	2%
COc1ccc(-n2ncc3c(=O)n(CC(=O)NC(C)C)cnc32)cc1	3%	-3%	-1%	-9%	-5	2%	1%	-3%	1%	6%	-1%
O=C(CCCOc1ccc(Cl)cc1Cl)N/N=C/c1ccccc1O	-7%	19%	140%[activator]	?	22	6%	?	-7%	1%[46.1 µM]	-4%	-26%
COc1ccc([N+](=O)[O-])cc1NCc1ccccc1C	8%	10%	-10%	?	-3	0%	0%	-11%	-2%	2%	2%
CC(C)(Oc1ccc(Cl)cc1)C(=O)NCCCn1ccnc1	-8%	-3%	6%	-6%	-3	-1%	-1%	1%	3%	-4%	2%
CCCn1c(=O)c2ccccc2n2c(SCC(=O)N3CCc4ccccc4C3)nnc12	22%	7%	-2%	?	-1	5%	0%	-3%	0%[46.1 µM]	5%	5%
FC(F)(F)c1cccc(-c2nnc(-c3ccccc3)c(N3CCOCC3)n2)c1	4%	0%	-8%	?	-1	4%	1%	-4%	-3%	-2%	?
Cc1cnc(NC(=O)CC2CCCC2)s1	-14%	-5%	0%	?	9	-4%	0%	-1%	-2%	12%	?
O=C(NC(Cc1ccccc1)C(=O)N1CCCCCC1)c1ccccc1 (centres undefined)	-35%	19%	-3%	-1%	28	-1%	0%	-1%	-6%	-3%	-1%
CC(C)CCN1CCN(Cc2cccn2-c2cccnc2)CC1CCO (centres undefined)	16%	-3%	4%	6%	-4	-3%	3%	-3%	0%	-7%	7%
Cc1ccccc1-n1cc(CNC(=O)C2CCC(=O)N(C3CC3)C2)cn1 (centres undefined)	-1%	-5%	3%	-6%	-1	0%	1%	·	-5%	-6%	-8%
O=C(Nc1ccc([N+](=O)[O-])cc1)c1nc[nH]c1C(=O)NC1CCCCC1	17%	0%	0%	?	-3	-14%	-4%	-1%	-1%[46.1 µM]	-6%	-3%
CC(C)N(Cc1nc(-c2ccc3c(c2)OCO3)no1)Cc1nccn1C	-11%	4%	0%	7%	-2	-8%	1%	1%	7%	7%	0%
COc1ccc(N2CCN(C(=O)COC(=O)CNC(=O)c3cccc(OC(F)F)c3)CC2)cc1	-1%	3%	1%	9%	-1	-5%	-3%	-2%	11%	-4%	-7%
COc1ccc(CCCC(=O)NC2CCCCC2C)c(C)c1 (centres undefined)	29%	-2%	6%	-8%	10	-2%	3%	-1%	-2%	-11%	1%
